ARFGAP1 inh: rat ARFGAP1 inhibition | Q62848 | Arfgap1-stimulated ARF1 GTP hydrolysis, GDP FP detection | inhibition, % at 16.5 µM | 0.26% of 360,000 active;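 active = inhibition above a per-plate limit, mean inhibition of low control wells plus 3 SD, cut at about 25% in these data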;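 also: 0% = DMSO wells with enzyme and 100% = wells lacking Arfgap1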
Target sequence (Q62848 1-136 limits assumed): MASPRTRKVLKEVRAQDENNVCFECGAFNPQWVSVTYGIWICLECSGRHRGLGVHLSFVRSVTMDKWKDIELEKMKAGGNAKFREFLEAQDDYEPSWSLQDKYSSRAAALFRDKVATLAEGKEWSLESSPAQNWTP
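Material – truncated rat Arfgap1 GAP domain · Buffer or medium – HEPES-based buffer, pH 7.5 · Reagent – human ARF1(Δ1-17)-GTP substrate · Dosing – 16.5 µM single point, 1.26% DMSO · Schedule – GTP hydrolysis reaction 2 h at 25 °C · Technique – GDP detection by fluorescence polarization · Benchmarks – No-Arfgap1 wells (100%) versus DMSO full-reaction wells (0%) · Repeats – single replicate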
NPR1 activator: GC-A (human) enzyme activation. P16066. HEK293 GC-A cells, cGMP TR-FRET, EC30 ANP; 0% at EC30 ANP, 100% saturating ANP. activation, % at 10 µM. 0.14% of 370,000 active. AID 1671463; in the data active = activation above about 40%
NR1D1 modulator: modulates human Rev-erb alpha binding to DNA; P20393; Rev-erbα–FITC-DNA binding, fluorescence polarization, 90 min; activity, % at 10 µM; 0.79% of 370,000 active;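 active = activity above about 14%, limit read from the data; passing the limit was not always enough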;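 also: 0% = DMSO wells with 35 nM protein and 100% = DMSO wells with 750 nM protein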
rCAG RNA binder: r(CAG) repeat RNA binding; 1.3% of 370,000 active; TO-PRO-1 dye displacement fluorescence; AID 651821; inhibition, % at 3 µM;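 active = inhibition above the plate cutoff, the mean of all test compounds on that plate plus 3 SD, cut at about 35% in these data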;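 also: 0% = DMSO alone and 100% = 100 µM mitoxantrone as full dye displacement; higher means more dye released from RNA so lower well fluorescence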
NPR2 activator: GC-B (human) receptor activation. P20594. HEK293-GC-B cells, CNP EC30, cGMP TR-FRET; 0% at EC30 CNP, 100% saturating CNP. activation, % at 10 µM. 0.11% of 370,000 active. AID 1920062;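 active = activation at 10 µM reaching about 35% in either raw or pattern-adjusted values, limit read from the data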
ASAP1 inh: ASAP1 ArfGAP inhibition; Q9ULH1; 0.19% of 360,000 active; inhibition, % at 16.5 µM; ASAP1-stimulated ARF1 GTP hydrolysis, GDP FP detection; in the data active = inhibition above about 25%;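 also: 0% = vehicle with enzyme and substrate and 100% = no enzyme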
Target sequence (Q9ULH1 325-724 limits assumed): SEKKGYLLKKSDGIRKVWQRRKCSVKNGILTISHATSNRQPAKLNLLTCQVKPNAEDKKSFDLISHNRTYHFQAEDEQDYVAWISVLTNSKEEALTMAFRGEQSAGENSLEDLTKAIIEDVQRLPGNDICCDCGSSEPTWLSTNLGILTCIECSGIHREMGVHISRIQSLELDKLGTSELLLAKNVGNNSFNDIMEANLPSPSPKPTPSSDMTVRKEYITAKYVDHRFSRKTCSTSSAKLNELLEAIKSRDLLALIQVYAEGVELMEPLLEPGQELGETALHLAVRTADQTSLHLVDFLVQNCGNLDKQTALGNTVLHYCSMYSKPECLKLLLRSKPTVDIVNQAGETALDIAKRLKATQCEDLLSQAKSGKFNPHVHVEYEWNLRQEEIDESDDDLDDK
HTRA1 inh: HTRA1 (human) protease inhibition | Q92743 | recombinant HTRA1, FP-rhodamine activity-based probe, fluorescence polarization | inhibition, % at 5.96 µM | 0.5% of 340,000 active; in the data active = inhibition above about 36%;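 also: 0% = enzyme with DMSO and 100% = wells lacking enzyme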
SMARCA2 activ: SMARCA2 function activation, primary screen. MG213 cells, MMTV-luciferase reporter, dexamethasone, overnight. activation, % at 9.1 µM. 1% of 370,000 active. AID 652017; in the data active = activation above about 7.8%;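 also: 0% = vehicle wells and 100% = reference activator wells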
ABHD4 inh: ABHD4 (mouse) inhibition, primary FP screen; 0.54% of 370,000 active; AID 720543; purified mABHD4, FP-Rh probe fluorescence polarization; inhibition, % at 8.92 µM; Q8VD66;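 active = inhibition exceeding the mean over every tested compound plus 3 SD, cut at about 30% in these data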;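 also: 0% = plate median of compound wells and 100% = S159A mutant with DMSO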
Target sequence (Q8VD66 whole entry, looked up): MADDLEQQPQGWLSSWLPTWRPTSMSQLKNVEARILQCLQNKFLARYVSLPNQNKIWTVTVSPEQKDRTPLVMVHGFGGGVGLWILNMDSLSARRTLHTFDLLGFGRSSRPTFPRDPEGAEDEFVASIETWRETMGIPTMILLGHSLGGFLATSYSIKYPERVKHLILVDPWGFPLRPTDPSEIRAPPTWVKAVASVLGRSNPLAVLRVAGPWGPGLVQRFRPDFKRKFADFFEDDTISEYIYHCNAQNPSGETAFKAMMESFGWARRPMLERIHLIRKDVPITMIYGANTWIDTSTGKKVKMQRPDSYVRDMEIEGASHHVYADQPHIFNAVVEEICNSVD
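Assay system: Wild-type mouse ABHD4 protein | Medium: HEPES pH 7.0 buffer, 150 mM NaCl, 0.01% Pluronic F-127 | Incubation: Enzyme–compound pre-incubation 45 min, then probe 60 min, both 25 °C | Technique: Fluorescence polarization with parallel and perpendicular emission, 525/598 nm | Evaluation: % inhibition of FP-Rh probe binding versus controls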
PG9 Ab binder: small molecules binding HIV-1 gp120 antibody PG9; TR-FRET gp120-PG9 antibody binding; inhibition, % at 6.7 µM; 0.43% of 360,000 active; in the data active = inhibition above about 8.5%
Starred values were filed as active, the others as inactive; . = not tested or not shown.

SMILES | ARFGAP1 inh | NPR1 activator | NR1D1 modulator | rCAG RNA binder | NPR2 activator | ASAP1 inh | HTRA1 inh | SMARCA2 activ | ABHD4 inh | PG9 Ab binder
O=C1NC(=O)/C(=C\c2ccc(OCc3cccc(C(=O)O)c3)c(Cl)c2)N1 | 3 | -3 | -5 | 15 | -3 | -8 | -11 | 9.0* | 15 | -3.7
Cc1cc(C)n(-c2ccc(C(=O)NCCCN3CCOCC3)cc2)n1 | 6 | 4 | -1 | -4 | 3 | -10 | 3 | 1 | 2 | -1.8
O=C(c1cccs1)N1CCc2c([nH]c3ccccc23)C1c1ccc(Cl)cc1 (centres undefined) | 12 | -3 | -4 | 11 | -6 | -5 | -39 | -3 | -29 | -0.7
COc1cccc(/C=C(/C#N)c2nc3ccccc3[nH]2)c1OC(C)C(=O)O (centres undefined) | -11 | 0 | -1 | 16 | 2 | -10 | -7 | 2 | 2 | -1.2
CC1(C)Cc2cccc(OCC(=O)N3CCN(c4ccc([N+](=O)[O-])cc4)CC3)c2O1 | 10 | -6 | 4 | -4 | -4 | 13 | -6 | -3 | 3 | -1.1
Cc1ccc(-n2nc3c(=O)n(C(C)C(=O)NCCC4=CCCCC4)nc(C)c3c2C)cc1 (centres undefined) | -4 | -3 | 2 | -9 | -1 | -6 | -3 | -4 | -6 | -0.2
CCOC(=O)c1ccccc1NC1c2ccccc2C(=O)N1C1CCN(C(=O)OCC)CC1 (centres undefined) | 2 | -16 | 9 | 2 | -15 | -14 | -26 | -3 | -1 | 1.5
Cc1cc(C)nc(SCC(=O)Nc2ccc(S(=O)(=O)NC(C)(C)C)cc2)n1 | 4 | 4 | -4 | -3 | 2 | 7 | 2 | -4 | 0 | -1.0
CCn1ccc(=O)c2cc3c(cc21)OCO3 | -12 | -1 | 4 | -1 | 1 | 2 | -3 | 0 | 8 | -0.5
COCCN(C(=O)COC(=O)c1cc2ccccc2cc1OC)c1c(N)n(Cc2ccccc2)c(=O)[nH]c1=O | -9 | 1 | 1 | -1 | 0 | 9 | -5 | -2 | 0 | -0.5
O=C(O)CC1C(=O)NCCN1Cc1cccs1 (centres undefined) | 4 | 0 | 2 | 4 | 2 | -3 | 6 | 0 | -7 | -1.6
O=C(NCc1ccc(Cl)cc1Cl)Nc1ccccc1 | 2 | 0 | -1 | 0 | 2 | 5 | -10 | 3 | 0 | 0.5
O=C1CC[C@@]23CCCN2C(=O)CCC[C@H]3[C@H]1Cc1ccccc1 | . | 0 | 3 | . | -2 | . | . | . | -1 | .
NS(=O)(=O)c1cccc(C(=O)OCC(=O)NC2CCCc3ccccc32)c1 (centres undefined) | -9 | 11 | 10 | 4 | 9 | -8 | 4 | 4 | -1 | -1.4
CC/C(=N\NC(=O)C(N)=O)c1ccccc1O | -4 | 4 | 5 | 1 | -1 | 5 | 3 | 1 | 6 | -2.6
CCC(OC(=O)c1nsc(Cl)c1Cl)C(=O)NC(C)(C)CC (centres undefined) | 2 | 1 | 2 | -2 | 5 | -8 | 1 | -2 | 3 | 1.5
CNC(=S)Nc1ccc(Nc2ccccc2)cc1 | 18 | 0 | -5 | -3 | 0 | 2 | 19 | 2 | 3 | -9.2
CCC(C)(C)NC(=O)C(c1ccc(OC)cc1)N(C(=O)CCC(=O)Nc1cc(C)on1)c1ccc2c(c1)OCCO2 (centres undefined) | 14 | -4 | 0 | 3 | -7 | -2 | -13 | -3 | 2 | 0.2
O=C(c1cc(COc2ccc(F)c(F)c2)on1)N1CCN(C/C=C/c2ccccc2)CC1 | 8 | 0 | 6 | -3 | 1 | -10 | -25 | -2 | -2 | -1.0
COc1ccc(Cl)cc1C=CC=Nc1ccccc1O | -7 | 0 | -4 | 11 | -3 | 10 | 12 | -4 | 27 | -11
N#Cc1ccc(OCC(=O)N/N=C2/CC(c3ccccc3)Oc3ccccc32)cc1 (centres undefined) | -11 | -11 | -4 | 7 | -5 | 8 | -1 | -3 | 6 | -0.5
O=C(Cn1cc([N+](=O)[O-])cn1)Nc1ccn(Cc2c(F)c(F)cc(F)c2F)n1 | -5 | -2 | 4 | 0 | -2 | -6 | -1 | -2 | -3 | -0.7
CC(=O)CSc1nnc(CSc2ncccn2)n1C1CCCCC1 | -5 | 3 | -5 | -5 | -2 | -1 | 2 | 1 | 6 | -2.9
CN(C)CCCn1c(=O)n(Cc2ccco2)c(=O)c2c3c(sc21)CCCCC3 | 2 | -1 | 1 | -5 | -2 | 6 | 3 | -1 | 8 | -0.7
CCn1c(C)nc2cc(C(=O)N/N=C/c3cccc(O)c3O)ccc21 | 7 | -3 | -4 | 6 | 0 | 12 | 29 | 1 | 18 | -1.6
Cc1ccc(C(=O)NC(=S)c2c(C)cc3ccccn23)cc1 | -3 | -6 | -4 | 6 | -1 | 10 | 3 | 6 | -17 | -2.4
O=C1COc2ccccc2N1Cc1ccc(Cl)cc1 | 3 | -9 | 4 | -1 | -2 | 8 | -21 | -2 | -12 | 1.0
O=C(NCC1COc2ccccc2O1)Nc1ccccc1F (centres undefined) | 4 | 4 | 1 | 2 | 9 | 0 | -1 | -2 | -20 | 0.2
Cc1ccc2sc(NC(=O)c3ccc(N4C(=O)CCC4=O)cc3)nc2c1C | 3 | 30 | 3 | 3 | 2 | 1 | 1 | -1 | 0 | -2.0
COc1ccccc1C1C2=C(CCCC2=O)N(CC(=O)O)C2=C1C(=O)CCC2 | 9 | 1 | -1 | 1 | 4 | 5 | 2 | -2 | 5 | 0.6
Cc1nnc(SCC(=O)Nc2nccs2)o1 | -11 | 0 | -5 | -1 | 6 | 6 | 3 | -1 | 10 | -1.6
Cc1cc(C)c(C)c(S(=O)(=O)N2CCC(C(=O)N(C)Cc3nc4ccccc4c(=O)[nH]3)CC2)c1C | 5 | -4 | -4 | 6 | 2 | 5 | -10 | 0 | -2 | -0.3
COc1ccc(NC(=O)COc2ccccc2C(N)=O)cc1S(=O)(=O)N1CCCCC1 | -5 | 3 | 4 | 1 | 6 | -3 | 1 | -3 | 0 | 0.3
CCCCCCCCCCCCN1[C@@H](CC(C)=O)c2cc(F)ccc2S1(=O)=O | 8 | 0 | -2 | 1 | 6 | 11 | -3 | -1 | 5 | 0.4
Cn1c(=O)n(C)c2cc([N+](=O)[O-])c(N3CCN(C(=O)c4ccccc4)CC3)cc21 | 11 | -1 | 1 | -2 | -4 | 1 | 1 | -2 | 8 | -2.8
O=C(NC1CCCCC1)c1ccc(S(=O)(=O)N2CCCCC2)cc1 | -5 | 2 | 4 | 0 | 1 | -5 | -1 | -5 | -5 | -1.5
COc1ccc(S(=O)(=O)N2CCSCC2)cc1C(N)=O | -8 | -1 | 1 | -2 | 4 | -4 | 2 | 0 | 6 | -1.9
C/C(=N/NC(=O)CNC(=O)c1ccco1)c1ccco1 | 1 | -1 | 3 | 0 | 3 | -1 | -4 | -1 | 1 | -2.2
O=[N+]([O-])c1ccccc1N/N=C\c1ccccc1F | 6 | -5 | 4 | 3 | -6 | -6 | 2 | 9.1* | 5 | -0.8
COC(=O)Cn1ncc2c(C)n(Cc3ccccc3)c(C)c2c1=O | 2 | 4 | 3 | 1 | 0 | -2 | -2 | 1 | 5 | -0.2

A different layout for some results above:
| Molecule | ARFGAP1 inh | NPR1 activator | NR1D1 modulator | rCAG RNA binder | NPR2 activator | ASAP1 inh | HTRA1 inh | SMARCA2 activ | ABHD4 inh | PG9 Ab binder |
| --- | --- | --- | --- | --- | --- | --- | --- | --- | --- | --- |
| O=C(NCC1COc2ccccc2O1)Nc1ccccc1F (centres undefined) | 4 | 4 | 1 | 2 | 9 | 0 | -1 | -2 | -20 | 0.2 |
| Cc1ccc2sc(NC(=O)c3ccc(N4C(=O)CCC4=O)cc3)nc2c1C | 3 | 30 | 3 | 3 | 2 | 1 | 1 | -1 | 0 | -2.0 |
| COc1ccccc1C1C2=C(CCCC2=O)N(CC(=O)O)C2=C1C(=O)CCC2 | 9 | 1 | -1 | 1 | 4 | 5 | 2 | -2 | 5 | 0.6 |
| Cc1nnc(SCC(=O)Nc2nccs2)o1 | -11 | 0 | -5 | -1 | 6 | 6 | 3 | -1 | 10 | -1.6 |
| Cc1cc(C)c(C)c(S(=O)(=O)N2CCC(C(=O)N(C)Cc3nc4ccccc4c(=O)[nH]3)CC2)c1C | 5 | -4 | -4 | 6 | 2 | 5 | -10 | 0 | -2 | -0.3 |
| COc1ccc(NC(=O)COc2ccccc2C(N)=O)cc1S(=O)(=O)N1CCCCC1 | -5 | 3 | 4 | 1 | 6 | -3 | 1 | -3 | 0 | 0.3 |
| CCCCCCCCCCCCN1[C@@H](CC(C)=O)c2cc(F)ccc2S1(=O)=O | 8 | 0 | -2 | 1 | 6 | 11 | -3 | -1 | 5 | 0.4 |
| Cn1c(=O)n(C)c2cc([N+](=O)[O-])c(N3CCN(C(=O)c4ccccc4)CC3)cc21 | 11 | -1 | 1 | -2 | -4 | 1 | 1 | -2 | 8 | -2.8 |
| O=C(NC1CCCCC1)c1ccc(S(=O)(=O)N2CCCCC2)cc1 | -5 | 2 | 4 | 0 | 1 | -5 | -1 | -5 | -5 | -1.5 |

More results:
SMILES | ARFGAP1 inh | NPR1 activator | NR1D1 modulator | rCAG RNA binder | NPR2 activator | ASAP1 inh | HTRA1 inh | SMARCA2 activ | ABHD4 inh | PG9 Ab binder
COC(=O)c1c(-c2ccc(OC)cc2)sc2ccc(N3CCOCC3)cc12 | -3 | 0 | 0 | 6 | -2 | 18 | -3 | 2 | 6 | -1.2
COc1cccc(-c2nn(C)c3sc(C(=O)NCc4ccc(C)cc4)cc23)c1 | 4 | 0 | 1 | 15 | -7 | -3 | -68 | -3 | -101 | 0.4
CCNCc1cc(OCC)c(OCC(=O)NCCc2ccccc2)cc1Cl | 3 | -3 | 4 | 1 | -3 | 13 | 1 | -3 | -4 | -0.6
Cn1c(-c2ccccc2)cc(=O)c2ccccc21 | -7 | -5 | 3 | -2 | -2 | 7 | -1 | 4 | 6 | -2.0
CCOc1ccc(/C(C)=N/N2C(=O)C(CC(=O)Nc3ccc(OC)cc3[N+](=O)[O-])SC2=Nc2cccc(C)c2C)cc1 (centres undefined) | -10 | -1 | 3 | 12 | 6 | -10 | -3 | -2 | 6 | 0.8
CCOCCCNC(=O)C(Cc1ccccc1)NS(=O)(=O)c1cccc2nsnc12 (centres undefined) | -12 | -3 | 4 | -6 | -4 | 7 | 8 | 0 | 3 | -1.1
O=C(/C=C/c1ccc([N+](=O)[O-])s1)N1CCN(c2ccccc2)CC1 | 3 | 0 | -5 | 3 | -3 | 16 | 2 | 0 | 1 | -1.9
O=c1[nH]c(CN2CCN(C/C=C/c3ccccc3)CC2)nc2ccccc12 | -8 | 0 | -5 | -9 | -4 | -5 | 0 | 1 | 6 | 1.2
CCC1=C2CC[C@H]3C(=O)N(c4ccccc4)C(=O)[C@H]3[C@H]2[C@@]2(C)C(=NCC3CC3)OC(=O)N2C1=O | 4 | -3 | -3 | 0 | -2 | 9 | -9 | 0 | 0 | 0.8
CCN(CC(=O)Nc1ccc(NC(C)=O)cc1)C(=O)Cc1ccc(Cl)c(Cl)c1 | -1 | 2 | 2 | 2 | 1 | 4 | -4 | -3 | 4 | -1.7

Single entries from above.
Under rCAG RNA binder, COC(=O)c1c(-c2ccc(OC)cc2)sc2ccc(N3CCOCC3)cc12 reads 6
Under NPR2 activator, CCNCc1cc(OCC)c(OCC(=O)NCCc2ccccc2)cc1Cl reads -3

Bioassay records (PubChem)
